Compound activity as filed in PubChem.
GRP78 ERSR act = qHTS for Inducers of the Endoplasmic Reticulum Stress Response (ERSR) in Human Glioma: qHTS | U87-MG GRP78 promoter luciferase reporter, 16 h | hit rate 0.02% among 420,000 | Potency, µM, for inactives: at the top dose activation, actives largely listed as activators | AID 602332, 2012; note: potency is the fitted concentration of half-maximal effect; series mostly up to about 76 µM; % of control where 0% means no effect; nearly all actives have a fitted effect of over 35% in size
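Stably transfected U87-MG human glioma cells carrying a GRP78-based luminescent sensor were seeded at 1000 cells/well, pin-dosed with compounds and incubated 16 h. Luciferase reagent was then added, and end-point luminescence was read after 10 min at room temperature.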
POLI inh = qHTS for Inhibitors of Polymerase Iota; DNA polymerase iota (Homo sapiens), Q9UNA4; Pol iota fluorescent replication assay, 10 min; Potency, µM (highest dose often 115 µM), without a hit: at the highest dose activity, negative = inhibition, usual class: inhibitors; hit rate 1% among 390,000; note: potency is the fitted concentration of half-maximal effect
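Fluorescent replication assay read twice, at 0 min and 10 min after adding 50 nM (final) substrate. Enzyme (10 nM) and compounds were first incubated 15 min at room temperature; enzyme-free buffer wells were negative controls.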
Apoferritin bind = qHTS Assay for Identification of Novel General Anesthetics; AID 485281, 2010; Potency, µM (titrated, usually from 77.5 µM), without a hit: at the top dose activity change, negative = displacement, hits mostly inhibitors; hit rate 0.074% among 350,000; Ferritin light chain (Equus caballus), P02791; apoferritin/1-aminoanthracene competitive binding, fluorescence; note: potency is the fitted concentration of half-maximal effect; % is set by controls: 0 for no effect and ±100 for the full control effect; nearly all actives have a fitted effect of over 20% in size
Target sequence (P02791 2-175 limits assumed): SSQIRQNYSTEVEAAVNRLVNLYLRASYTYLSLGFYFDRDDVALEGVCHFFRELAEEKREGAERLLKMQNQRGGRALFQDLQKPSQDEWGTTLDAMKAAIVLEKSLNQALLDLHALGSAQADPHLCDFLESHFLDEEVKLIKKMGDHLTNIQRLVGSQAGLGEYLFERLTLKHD
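Probe: 1-aminoanthracene (50% saturated, PBS). Protein: horse-spleen apoferritin, 10 uM. Incubation: 10 min, room temperature. Detection: 380 nm excitation, 535 nm emission. Analysis: normalized response, four-parameter Hill.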
APE1 inh = qHTS Assay for Inhibitors of the Human Apurinic/apyrimidinic Endonuclease 1 (APE1). recombinant APE1, TAMRA/BHQ-2 abasic DNA cleavage fluorescence. AID 2517, 2012. Potency, µM (doses to about 65.8 µM), for the others: at the highest dose activity change, negative = inhibition, usual class: inhibitors. DNA repair nuclease/redox regulator APEX1 (Homo sapiens), P27695. hit rate 0.35% among 350,000;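 note: potency is the fitted concentration of half-maximal effect; plate controls were vehicle for no effect and reference inhibitor for full effect; nearly all actives have a fitted effect of over 55% in size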
Target sequence (P27695 whole entry, looked up): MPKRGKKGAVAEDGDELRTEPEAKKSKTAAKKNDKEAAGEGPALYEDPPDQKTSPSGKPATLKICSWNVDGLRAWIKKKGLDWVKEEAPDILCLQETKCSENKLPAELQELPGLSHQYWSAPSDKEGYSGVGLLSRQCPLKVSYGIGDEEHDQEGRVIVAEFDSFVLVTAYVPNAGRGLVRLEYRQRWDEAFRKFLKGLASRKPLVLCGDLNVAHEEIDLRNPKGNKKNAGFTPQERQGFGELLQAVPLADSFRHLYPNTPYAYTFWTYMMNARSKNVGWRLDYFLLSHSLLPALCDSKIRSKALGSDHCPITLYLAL
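Enzyme (0.75 nM final) and test compound are incubated 15 min at room temperature before adding 50 nM quenched THF abasic-site duplex. Cleavage dequenches TAMRA, followed at 525/598 nm over three reads one minute apart.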
LDHA inh = qHTS assay for inhibitors of human lactate dehydrogenase | L-lactate dehydrogenase A chain (Homo sapiens), P00338 | purified LDHA, NADH/diaphorase-resazurin fluorescence; stronger effect = lower value | activity change, % (values are at about 110 or 230 µM) | hit rate 0.15% among 480,000 | AID 1347041, 2019; in the data active = activity change below about -30%; inconclusive = mostly about -25% to -30%;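 note: plate controls were DMSO wells for no effect and wells without enzyme for full effect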
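Human LDH5 (2 nM) was incubated with 0.06 mM NADH and 0.2 mM pyruvate for 5 min at room temperature in Tris pH 7.4. Remaining NADH was coupled through diaphorase/resazurin, and resorufin fluorescence was read at 0 and 20 min.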
POLK inh = qHTS for Inhibitors of Polymerase Kappa | DNA polymerase kappa (Homo sapiens), Q9UBT6 | purified Pol kappa, fluorescent DNA synthesis assay, 10 min | Potency, µM (doses to about 107 µM), for the others: at the top dose activity, negative = inhibition, usual class: inhibitors | hit rate 0.53% among 400,000 | AID 588579, 2011; note: potency is the fitted concentration of half-maximal effect; % is set by controls: 0 for no effect and ±100 for the full control effect
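Readout: fluorescence, taken kinetically at 0 and 10 min. Conditions: 10 nM Pol kappa, 15 min RT compound preincubation, 50 nM substrate final. Controls: enzyme-free buffer wells.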
Pol beta inh = qHTS Assay for Inhibitors of DNA Polymerase Beta. P06746. Pol beta primer extension/strand displacement, fluorescence kinetic. Potency, µM (highest dose often 114 µM), without a hit: at the top dose activity change, negative = inhibition, usual class: inhibitors. hit rate 1.3% among 340,000; note: potency is the fitted concentration of half-maximal effect; % is set by controls: 0 for no effect and ±100 for the full control effect
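Homogeneous kinetic assay of primer extension and strand displacement by 10 nM Pol beta, preincubated 15 min at room temperature with compound before 50 nM substrate (final) was added. Read at 0 and 10 min; four-parameter Hill fit.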
Pol eta inh = qHTS for Inhibitors of Polymerase Eta | AID 588591, 2011 | recombinant Pol eta, fluorescent DNA replication assay | hit rate 1.2% among 390,000 | Potency, µM (top dose mostly 114 µM), for inactives: at the top dose activity change, negative = inhibition, hits mostly inhibitors; note: potency is the fitted concentration of half-maximal effect; % is set by controls: 0 for no effect and ±100 for the full control effect
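Pol eta at 10 nM preincubated with compounds 15 min at room temperature; reaction started with fluorescent substrate (50 nM final) and read kinetically at 0 and 10 min.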
BLM inh = qHTS Assay for Inhibitors of Bloom's syndrome helicase (BLM). RecQ-like DNA helicase BLM (Homo sapiens), P54132. recombinant BLM DNA unwinding, fluorescence dequenching. Potency, µM (titrated, usually from 56.1 µM), without a hit: at the highest dose activity change, negative = inhibition, usual class: inhibitors. hit rate 0.2% among 350,000. AID 2528, 2010;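 note: potency is the fitted concentration of half-maximal effect; plate controls were vehicle for no effect and no enzyme for full effect; nearly all actives have a fitted effect of over 35% in size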
* hit, by the source's call; ? = inconclusive; · = no result given; & = joins results of further samples; [ ] = remark or other dose. Unless noted, calls come from the whole dose curve; as a rule, active = well fitted curve in the direction sought with a large enough effect; inconclusive = small, poorly fitted or top-dose-only effect, or another doubt; inactive = no such curve, though single readings can be large; an effect the other way counts as inactive or inconclusive.

SMILES	GRP78 ERSR act	POLI inh	Apoferritin bind	APE1 inh	LDHA inh	POLK inh	Pol beta inh	Pol eta inh	BLM inh
CCOC(=O)CNC(=O)c1cccnc1	-4%	-11%	-5%	-1%	2	-11%	32%	-5%	0%
COc1ccc(N=Nc2cc(C)c(O)c(CN3CCCCC3)c2)cc1	0%	25%	-9%	-1%	4	3%	0%	-13%	-9%
Cc1csc2nc(COC(=O)c3ccccc3NC(=O)COc3ccccc3F)cc(=O)n12	-2%	-15%	2%	·	5	6%[60.1 µM]	25µM*	-14%	-21%
C/C(=N\O)C(=O)OC1CC(C)CCC1C(C)C (stereo unspecified)	-5%	156%[activator]	?	0%	-3	-12%	1%	-9%	-9%
Cc1cc(OCC(=O)NN2C(=O)c3ccccc3C2=O)ccc1Cl	-3%	-4%	?	9%	1	-22%	11%	-1%	-6%
O=C(CSCC(=O)N1CCCCC1)Nc1nc(-c2ccc(Cl)s2)cs1	5%	-18%	-18%	-3%	-2	-20%	0%	-8%	-6%
Nc1nc(SCC(=O)NC2CCCC2)[nH]c(=O)c1NC(=O)c1cccs1	-4%	?	-8%	4%	-3	-21%	13%	-7%	-2%
COc1ccc(CN=CC2=C(O)CNC2=O)cc1	-3%	2%	-3%	1%	0	0%	-27%	-12%	-1%
Cc1nc(-c2cccc(NS(=O)(=O)c3ccc4ccccc4c3)c2)cs1	-2%	10%	4%	14%	0	-14%	8%	9%	-12%
O=C(Nc1ccc(Cl)c(C(F)(F)F)c1)[C@@H]1CC=C[C@@H]2CCN(Cc3ccc(Cl)c(Cl)c3)C(=O)[C@@H]21	0%&3%	2%&13%	·	·	-3	-17%&1%	·	-13%	·
CCOC(=O)c1sc2ncn(CC(=O)NCC3CCCO3)c(=O)c2c1C (stereo unspecified)	-4%	?	-6%	1%	-6	-7%	-3%	11%	-4%
O=C(CNC(=O)c1cccc(Br)c1)N/N=C/c1cn[nH]c1-c1ccccc1	2%	8%	?	-1%	2	-5%	-30%	-21%	-4%
O=c1ccnc(S/C=C/c2ccccc2)[nH]1	2%	5%	-20%	-1%	-18	-8%	-3%	-6%	3%
O=C1C2CC=CCC2C(=O)N1c1ccc(Cc2ccncc2)cc1 (stereo unspecified)	-5%	-20%	?	-3%	3	-2%	-14%	-5%	-2%
COc1ccc(/C(O)=C2/C(=O)C(=O)N(c3nc(C)c(C)s3)C2c2ccco2)cc1 (stereo unspecified)	11%	?	-2%	15%	1	-12%	20%	0%	-1%
CC(C)C(=O)Nc1cccc(-c2csc(-c3ccccc3)n2)c1	5%	7%	-2%	5%	-6	-14%	-20%	-22%	-12%
O=C(NCc1ccccc1)c1onc(CS(=O)(=O)c2ccc(Cl)cc2)c1C(=O)NCc1ccccc1	-2%	7%	·	36%[activator]	0	1%	·	-2%	·
CCCOc1cccc(C(=O)N(Cc2sccc2C)C2CCS(=O)(=O)C2)c1 (stereo unspecified)	·	33%[activator]	-4%	·	8	13%	?	·	0%
CC1CCN(C(=O)CCNS(=O)(=O)c2ccc(Cl)cc2)CC1	0%	44%[activator]	-6%	25%	-8	4%	-6%	-15%	-4%
O=C(Nc1cc(S(=O)(=O)N2CCOCC2)ccc1N1CCCC1)c1ccc(F)cc1	-2%	-2%	·	40%	-1	8%	·	-10%	·
COc1ccc(OC)c(NC(=O)N2CCCC(C)C2)c1 (stereo unspecified)	-7%	-4%	6%	2%	2	-10%	32%	-9%	-6%
O=C(COc1ccc(S(=O)(=O)NC2CCCCC2)cc1Cl)NCC1CCCO1 (stereo unspecified)	3%	-13%	-13%	-1%	0	6%	2%	-11%	0%
OC(c1ccccc1)(c1ccccc1)c1nccn1-c1ccccc1	-3%	29%	·	·	-3	0%	·	1%	·
CCOC(=O)c1cc([N+](=O)[O-])c([N+](=O)[O-])cc1NC(C)=O	-13%	49%[activator]	-14%	7%	23	1%	?	?	-6%
Nc1ncn(C(=S)Nc2ccccc2)n1	-1%	10%	·	·	-14	-7%	·	-2%	·
CC1CCCCN1S(=O)(=O)c1ccc2c(c1)oc(=O)n2CC(=O)Nc1ccc(Cl)cc1 (stereo unspecified)	-5%	-17%	-3%	·	-4	3%[60.1 µM]	1%	-11%	-1%
Cc1ccc(-c2csc(NC(=O)c3ccccc3F)c2C(=O)O)cc1	0%	-8%	7%	-3%	-1	-3%	5%	-15%	2%
Cc1cc(/C=N/n2cnnc2)c(C)n1-c1ccc(Cl)cc1Cl	-1%	6%	4%	5%	0	0%	?	-12%	-4%
CCN(CC)S(=O)(=O)c1cccc(C(=O)OCC(=O)c2ccc3c(c2)OCCO3)c1	-4%	18%	-3%	-10%	2	-4%	26%	-7%	-2%
CCOc1cccc(NC(=O)c2sc3nc(-c4ccc(F)cc4)ccc3c2N)c1	-2%	-9%	137%[activator]	·	1	-1%	-2%	2%	-2%
CCOc1ccc(N(CC(=O)NCCc2ccccc2)C(=O)CCC(=O)Nc2nccs2)cc1	-2%	35%[activator]	5%	5%	-2	-7%	36%	-15%	-5%
CCn1c(Nc2ccccc2Cl)nc2ccccc21	1%	87%[activator]	-13%	1%	-6	-5%	-1%	-9%	-5%
CC(C)(C)C(=O)NC(NC(=O)C(C)(C)C)c1ccc([N+](=O)[O-])cc1	0%	9%	-7%	-8%	-7	-8%	0%	-10%	-10%
O=C(N/N=C/c1ccc(-c2cccc([N+](=O)[O-])c2)o1)c1ccc([N+](=O)[O-])cc1	-4%	84%[activator]	-10%	-1%	-9	-15%	2%	12%	-4%
CC(C)(O)C#Cc1ccc(CN2CCN(Cc3ccccc3)C(CCO)C2)s1 (stereo unspecified)	-3%	20%	-2%	-4%	-1	-3%	14%	-7%	3%
O=C(COC(=O)c1ccc(Br)o1)NCC1CCCO1 (stereo unspecified)	-5%	-12%[58.9 µM]	-9%	2%	-2	2%	0%	-9%	-5%
CCOC(=O)N1CCC2CC1c1cc(Cl)ccc12 (stereo unspecified)	-3%	33%[activator]	·	·	2	3%	·	-15%	·
O=C(O)c1cc(-c2ccccc2Cl)n(-c2ccccc2)n1	-7%	-16%	-3%	-2%	-10	-3%	15%	-7%	-2%
Cc1ccc(NC(=O)Nc2c(C)n(C)n(-c3ccccc3)c2=O)cc1	-6%	17%	6%	-20%	-7	9%	18%	-22%	-2%
CCCCN(CC)CCCn1cnc2c([nH]c3ccc(Cl)cc32)c1=O	-1%	?	5%	·	-4	-9%	31%	-5%	-3%
C=C1CCN([C@@H](C)C(=O)NCCCCCC)S(=O)(=O)c2ccccc21	-3%	1%	4%	1%	-1	-15%	-1%	-10%	-3%
COc1ccc([C@]23Cc4cc(C#N)ccc4[C@H](O2)c2c(cc(C)n(Cc4ccccc4)c2=O)O3)cc1	·	·	-11%[15.3 µM]	3%[12.4 µM]	·	·	22%[22.9 µM]	·	-9%[12.4 µM]
Cc1cccc(OCc2nnc(SCC(=O)OC3CCCCC3)o2)c1	-3%	6%	?	4%	-10	-1%	-1%	2%	-8%
CCCCN(C)C(=O)C1CCCN(S(=O)(=O)c2ccc3c(c2)CC(C)N3C(=O)C2CC2)C1 (stereo unspecified)	-4%	3%	-17%	59%	3	9%	-1%	-9%	-1%
O=C(CSc1nc2[nH]ncc2c(=O)n1-c1ccccc1)c1ccc2c(c1)OCCO2	-7%	19%	-7%	-4%	-4	1%	-1%	6%	-3%
Cc1ccc(-c2cc(-c3ccc4c(c3)NC(=O)CO4)nc3c2COc2ccccc2-3)cc1	-2%	18%	3%	·	-5	10%	5%	-13%	-3%
COCCN1C(=O)N[C@@H](c2ccccc2)[C@@H](C(=O)OC)[C@H]1C	-2%	3%	·	-3%[12.4 µM]	0	-12%	·	-8%	3%[12.4 µM]
O=C(c1ccc(Cl)cc1)C1CCN(C(=O)c2ccccc2)CC1	-5%	-18%	-7%	4%	-5	1%	0%	-3%	0%
O=C(NC1CC1)c1ccc(S(=O)(=O)NC2CCCCCC2)cc1	0%	10%	-17%	6%	-7	3%	17%	-5%	-2%
Cc1cccc(OCC(=O)Nc2cc(-c3nc4cc(Cl)ccc4o3)ccc2C)c1	-4%	-11%	·	·	-11	-12%	·	·	·
CCOC(=O)c1c(NC(=O)c2ccc(S(=O)(=O)N(C)CC3CCCO3)cc2)sc2c1CCN(C)C2 (stereo unspecified)	-2%	-12%	?	7%	-2	-13%	3%	-10%	1%
Cc1cccc(C)c1NC(=O)Cn1c(=O)n(CCC(=O)NCc2ccc3c(c2)OCO3)c(=O)c2sccc21	-2%	-11%	-7%	·	-14	-8%	?	-19%	-10%
O=C(c1ccc2c(c1)OCO2)N1CCC(Cc2ccccc2)CC1	-4%	-5%[58.9 µM]	-6%	20%	1	-6%	-2%	-9%	-8%

Looked up above:
Reading of `CCOC(=O)c1c(NC(=O)c2ccc(S(=O)(=O)N(C)CC3CCCO3)cc2)sc2c1CCN(C)C2` (stereo unspecified) under Pol beta inh: 3%
Reading of `O=C(c1ccc2c(c1)OCO2)N1CCC(Cc2ccccc2)CC1` under POLI inh: -5%[58.9 µM]

This is a subset; count on the stated rates, not on these rows.
